human PMI inhibitors: MPI inhibition at elevated mannose 6-phosphate – biochemical, fluorescence intensity, high mannose 6-phosphate, primary screen (AID 1220); recombinant PMI enzyme, coupled fluorescence intensity; higher % means a stronger effect; inhibition, % at 20 µM, or IC50 in µM where a hit was titrated; 190,000 tested, 0.66% active
XIAP displacement: small molecules displacing peptide from XIAP – biochemical, IAP family, fluorescence polarization (AID 1018); 200,000 tested, 0.007% active; XIAP BIR domain, fluorescence polarization peptide displacement; higher % means a stronger effect; one-dose displacement, % at 20 µM; IC50 in µM for titrated hits; in the data active = displacement above about 50%; note: a part of the inactive calls stands beside numbers as strong as those of hits
Yfh1-off respiration: mitochondrial function rescue without frataxin homolog – Friedreich's ataxia, plus single-dose screen, dose response (AID 1465); S. cerevisiae Yfh1-off respiration, WST-1 reduction, 72 h; higher fold induction means a stronger effect; one-dose fold induction at 50 µM; EC50 in µM for titrated hits; 220,000 tested, 0.074% active;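 active = fold induction of absorbance versus untreated yeast above a set limit, then at least 30% activation at any dose in follow-up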;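 note: activators that raise dye reduction in frataxin-depleted yeast; strong numbers were not always called active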
P. falciparum M1AAP: malaria alanyl aminopeptidase activity blockers – biochemical, fluorogenic H-Leu-NHMec substrate, 1536-well (AID 1445); 220,000 tested, 0.42% active; inhibition, % at 30 µM, or IC50 in µM where a hit was titrated; recombinant M1AAP, H-Leu-NHMec fluorogenic kinetic assay; higher % means a stronger effect;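 active = primary inhibition above the hit cutoff, then over 50% inhibition at one or more dose response concentrations, cut at about 23% in these data, passing the limit was not always enough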;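 note: plate controls were DMSO full reaction for no effect and no enzyme background for full effect; strong numbers were not always called active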
LYP phosphatase: PTPN22 lymphoid phosphatase activity blockers – biochemical, fluorescence intensity, uHTS (AID 1779); recombinant LYP phosphatase, fluorescence intensity; higher % means a stronger effect; one-dose inhibition, % at 11.5 µM; IC50 in µM for titrated hits; 290,000 tested, 0.054% active;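 note: plate controls were vehicle with enzyme for no effect and no enzyme for full effect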
TNAP activators: human TNAP enzyme activators, primary screen, biochemical, luminescent, no phosphate acceptor, uHTS (AID 1001); purified TNAP, luminescent activation assay, no phosphate acceptor; higher activation fold means a stronger effect; activation fold at 20 µM; hits with a dose series show EC50 in µM; 200,000 tested, 0.03% active; in the data active = activation fold from about 3, or a potency from the dose series; inactive = the rest, 99 in 100 with activation fold below about 1.6; note: many of its hits are not listed in these tables
WT yeast gro inh: growth inhibition of WT yeast, mitochondrial fusion screen; inhibition, % at 10 µM; mitochondrial fusion phenotypic screen, WT strain; 190,000 tested, 2.1% active; in the data active = inhibition above about 58%; tested in S. cerevisiae
M17LAP inhibition: P. falciparum M17LAP inhibitors, primary screen, biochemical, fluorogenic H-Leu-NHMec substrate, 1536-well (AID 1619) | recombinant M17LAP, H-Leu-NHMec fluorogenic kinetic assay; higher % means a stronger effect | inhibition, % at 30 µM; hits with a dose series show IC50 in µM | 220,000 tested, 0.38% active;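 active = compound inhibiting the enzyme by more than half at any dose during confirmatory dose-response retesting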;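 note: plate controls were full reaction with DMSO carrier for no effect and no enzyme background for full effect; strong numbers were not always called active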
PMI inhibitors: MPI enzyme activity inhibition – biochemical, fluorescence intensity, coupled assay, primary screen (AID 1209); inhibition, % at 20 µM; hits with a dose series show IC50 in µM; 190,000 tested, 0.42% active; purified PMI enzyme, coupled fluorescence intensity; higher % means a stronger effect;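 note: plate controls were DMSO vehicle for no effect and wells lacking substrate for full effect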
WT yeast gro inh mutant strain: also measured in WT yeast gro inh; calls as there; inhibition, %; mitochondrial fusion phenotypic screen, mutant strain inhibition
* = called active by the depositor; i = inactive; nt = no result given. Cut-off read from the data, not from the text of the source, unless noted: active = inhibition above about 50%; inactive = the rest. A portion of the library, so the mix of outcomes need not match the whole.

structure	human PMI inhibitors	XIAP displacement	Yfh1-off respiration	P. falciparum M1AAP	LYP phosphatase	TNAP activators	WT yeast gro inh	WT yeast gro inh mutant strain	M17LAP inhibition	PMI inhibitors
O=C1CCN(C(=O)CCCn2c(=O)oc3ccccc32)CC1	-7%	-5.1%	i	2%	-2%	1.1	-10	4	-1%	-3%
CCOc1ccc(-c2cc(C)[n+](CCO)c(-c3ccc(OCC)cc3)c2)cc1	0%	-8.8%	i	9%	-6%	1	-6	-5	-92%	-5%
CCCCCCNC(=O)N[C@@H](Cc1ccc(O)cc1)C(=O)NCCC[C@H]1CN2C(=NC[C@H]2C)N1CC1CCC1	nt	nt	i	7%	-5%	nt	nt	nt	8%	nt
Cc1cc(C)cc(NC2=NCCCS2)c1	9%	-12%	i	-1%	-6%	1.1	2	-8	-6%	11%
Nc1ccc(S(=O)(=O)N2CCCCC2c2cccnc2)cc1 (centres undefined)	12%	-2.8%	i	5%	-12%	1.2	4	5	7%	13%
Cn1c2ccccc2c2cnn(CC(=O)N3CCC4(CC3)OCCO4)c(=O)c21	0%	-5.5%	nt	2%	-6%	1.1	21	18	4%	6%
CC(=C1C(=O)c2ccccc2C1=O)N1CCN(CCN=Cc2c(O)n(C)c(=O)n(C)c2=O)CC1	-14%	-4.9%	i	1%	-2%	1.1	-3	-4	4%	2%
CC(=O)Nc1ccc(OC(=O)N(C)C)cc1	0%	-4.7%	i	-5%	1%	1.1	7	-7	4%	2%
Cc1cc(/C=C2\C(=O)NC(=O)N(Cc3ccccc3)C2=O)c(C)n1C1CC1	-4%	-2.3%	i	8%	6%	1	0	-11	7%	-4%
NCCCP(=O)(O)CCc1ccccc1	5%	-2.4%	i	9%	-8%	1.1	-9	-18	-2%	0%
Oc1ccc(Br)cc1CN1CCN(c2ccccc2)CC1	10%	-2.7%	i	4%	-5%	1	9	7	1%	19%
C/C(=N\N1CCN(C)CC1)c1c(O)n(Cc2ccccc2)c(=O)[nH]c1=O	-1%	-4.6%	i	0%	-7%	1	15	-4	10%	2%
CC(C)n1c(O)c(C=NCc2cccnc2)c(=O)[nH]c1=S	nt	nt	i	3%	3%	nt	nt	nt	26%	nt
OCc1cnc[nH]1	-15%	-6.6%	i	10%	-3%	1.1	-4	1	4%	-16%
Clc1cccc(C2NCc3ccccc3-n3cccc32)c1 (centres undefined)	nt	nt	i	6%	-3%	nt	nt	nt	4%	nt
COc1ccc(-n2c(-c3ccc(C)cc3)nc3ccccc3c2=O)cc1	nt	nt	i	1%	-5%	nt	nt	nt	2%	nt
CNC(=S)N1CC2CC(C1)c1cccc(=O)n1C2 (centres undefined)	2%	-3.0%	i	6%	-3%	1	3	4	-1%	-2%
Cc1c(C(c2ccc(F)cc2)c2c(O)c3ccccc3oc2=O)c(=O)n(-c2ccccc2)n1C (centres undefined)	-6%	-6.7%	i	22%	-8%	1.1	-35	-19	-19%	1%
CC(=O)N1N=C(c2cccnc2)OC1c1ccccc1Cl (centres undefined)	nt	nt	i	10%	-1%	nt	nt	nt	12%	nt
O=c1[nH]c(=S)[nH]c(O)c1N=Nc1ccc(OC(F)F)cc1	10%	-4.1%	i	13%	20%	0.9	13	12	-1%	3%
CC(C)CC1C(C#N)=C(N)Oc2c1c(=O)oc1ccccc21 (centres undefined)	-4%	-0.1%	i	8%	-8%	1.2	6	0	-7%	-12%
COC(=O)c1ccc(-n2c(C)nc3ccccc3c2=O)cc1	0%	-6.8%	i	-3%	-8%	1.1	9	12	10%	9%
O=C1NC(=O)N(c2ccc3c(c2)OCO3)C(=O)/C1=C/c1ccsc1	-6%	-9.3%	i	6%	-3%	1.1	-15	8	17%	-3%
CN1CCN(c2c(C#N)c(C(F)(F)F)nn2C)CC1	-14%	-3.6%	i	3%	0%	1.1	-4	0	0%	-13%
NC(=O)CN1C2CCC1CC(NC(=O)C1CC1)C2 (centres undefined)	-1%	-6.9%	i	2%	-3%	1.1	-20	-1	-7%	5%
COP(=O)(NC(=O)C(Cl)(Cl)Cl)OC	nt	nt	i	5%	-10%	nt	nt	nt	2%	nt
COc1ccc(NC(=O)N2CCC3(CC2)OCCO3)cc1	6%	-5.2%	i	-1%	-4%	1	-1	-2	-3%	5%
COC(=O)c1ccc(N=C(c2ccccc2)c2c(O)n(C)c(=O)n(C)c2=O)cc1	nt	nt	i	8%	-7%	nt	nt	nt	6%	nt
CC12CC[C@H]3[C@@H](CCC4(O)C[C@H](O)CCC34/C=N/NC(=O)c3ccccc3F)C1(O)CCC2C1=CC(=O)OC1 (some centres undefined)	nt	nt	i	-4%	-2%	nt	nt	nt	2%	nt
Clc1ccc(Cn2ccnc2)cn1	13%	-5.8%	i	4%	-10%	1	2	15	4%	14%
CCn1c(=N)n(Cc2ccccc2F)c2ccccc21	-6%	4.0%	i	4%	-1%	1.1	-3	-2	7%	-10%
CN(C)C(=O)On1c(-c2ccccc2)nc2ccc(Cl)cc21	5%	-3.4%	i	6%	-10%	1.1	-1	-12	-11%	1%
O=P(NC(c1ccccc1)c1ccccc1)(Oc1ccccc1)Oc1ccccc1	2%	11%	i	4%	0%	1.1	10	-29	-2%	2%
O=C1NC(=O)N(c2ccccc2)C(=O)/C1=C\c1ccc([N+](=O)[O-])s1	nt	nt	i	8%	2%	nt	nt	nt	25%	nt
COC(=O)C(O)(c1ccc(N(C)C)cc1)C(F)(F)F (centres undefined)	-4%	17%	i	4%	-6%	1.1	-13	-4	1%	-2%
COc1ccc(NP(=O)(Oc2ccccc2OC)Oc2ccccc2OC)cc1	3%	-1.3%	i	2%	2%	1	-17	-12	-9%	9%

Retrieved by compound from the list above:
structure	human PMI inhibitors	XIAP displacement	Yfh1-off respiration	P. falciparum M1AAP	LYP phosphatase	TNAP activators	WT yeast gro inh	WT yeast gro inh mutant strain	M17LAP inhibition	PMI inhibitors
CN(C)C(=O)On1c(-c2ccccc2)nc2ccc(Cl)cc21	5%	-3.4%	i	6%	-10%	1.1	-1	-12	-11%	1%
COC(=O)c1ccc(-n2c(C)nc3ccccc3c2=O)cc1	0%	-6.8%	i	-3%	-8%	1.1	9	12	10%	9%

Later entries:
structure	human PMI inhibitors	XIAP displacement	Yfh1-off respiration	P. falciparum M1AAP	LYP phosphatase	TNAP activators	WT yeast gro inh	WT yeast gro inh mutant strain	M17LAP inhibition	PMI inhibitors
Cc1nc2ccc(N3CCN(C)CC3)cc2nc1C	35%	-6.0%	i	-1%	0%	1.1	3	10	-6%	13%
Cn1cccc1/C=C1/C(=O)NC(=O)N(Cc2ccc(F)cc2)C1=O	nt	nt	i	2%	-2%	nt	nt	nt	9%	nt
O=C1NC(=O)C2(Cc3ccccc3N3CCCC32)C(=O)N1 (centres undefined)	-47%	-0.7%	i	-3%	-3%	1.1	-13	-2	-6%	-20%
COP(=O)(OC)C(NC(=O)c1ccc(C)cc1)C(Cl)(Cl)Cl (centres undefined)	-6%	-6.1%	i	9%	-7%	0.7	3	8	-7%	0%
O=c1[nH]c(=O)n(Cc2ccco2)c(O)c1C=NCCN1CCOCC1	-2%	-3.7%	i	13%	-1%	0.9	4	-4	19%	-19%
Cc1cccc2c1=NC(=O)/C(=C/c1c(O)[nH]c(=O)[nH]c1=O)C=2	-44%	-4.1%	i	12%	-7%	1.2	0	11	30%	-7%
COc1ccc(-c2nc3ccccc3c(=O)o2)cc1	8%	-4.9%	i	-1%	-6%	1	-7	-5	4%	9%
CCC(=NCC1CCCO1)c1c(O)n(Cc2ccccc2)c(=O)[nH]c1=O (centres undefined)	-1%	-7.6%	i	3%	-3%	0.9	1	-6	-9%	1%
CSc1ccc(CN2CCN(C(=O)COc3cccc(C)c3)CC2)cc1	7%	-3.3%	i	-2%	-6%	1.1	55	45	-6%	8%
CCC(C)NS(=O)(=O)c1ccc(OCC(=O)N2CCN(CC)CC2)cc1 (centres undefined)	3%	-3.0%	i	-7%	-6%	1	17	4	-10%	8%
O[C@H]1C2CCC1C(N1CCCCC1)CC2 (some centres undefined)	6%	-6.1%	i	-3%	-4%	1.1	-1	16	4%	12%
c1cc(C2N3CCCN2CC3)ccn1 (centres undefined)	nt	nt	i	-4%	-6%	nt	nt	nt	6%	nt
CN1C2CCC1/C(=C/c1cccn1C)C(=O)/C2=C\c1cccn1C	-12%	1.1%	i	16%	-10%	0.6	33	3	52µM*	-37%
C[C@@H]1O[C@@H](O[C@H]2C[C@@H](O)[C@]3(CO)[C@H]4[C@H](O)C[C@]5(C)[C@@H](C6COC(=O)C6)CC[C@]5(O)[C@@H]4CC[C@]3(O)C2)[C@H](O)[C@H](O)[C@H]1O (some centres undefined)	6%	-3.9%	i	-4%	-7%	1	-3	-3	-1%	8%
Cc1cc(C)n2nc(SC(C)C(=O)N3CCC4(CC3)OCCO4)nc2n1 (centres undefined)	9%	-3.7%	i	-2%	-6%	1.1	-19	23	3%	6%
COc1cc(-n2c(=S)[nH]c3ccc(C)cc3c2=O)c(Cl)cc1Cl	3%	-9.1%	i	9%	10%	1	68	72	-1%	-2%
COc1cccc(C(=O)C2CCCN(Cc3ccc4nonc4c3)C2)c1 (centres undefined)	nt	-2.2%	i	2%	-4%	1	23	27	-12%	nt
Cc1cc(C)nc(NC2=NCCS2)n1	5%	-0.1%	i	16%	-5%	1	-19	-20	7%	12%
CC(NCc1ccccc1C(F)(F)F)C(O)c1ccccc1 (centres undefined)	-9%	-4.4%	i	12%	-6%	1	-7	-13	-3%	-15%
CC1(C)C2([N+](=O)[O-])CN3CC1([N+](=O)[O-])CN(C2)C3c1cccnc1 (centres undefined)	nt	nt	i	7%	-3%	nt	nt	nt	-5%	nt
Cc1cc(C(=O)CS(=O)(=O)c2ccc(F)cc2)cc(C)c1OC(=O)N(C)C	9%	-9.4%	i	2%	-2%	1	-8	-13	3%	8%
CN(C)CCCN=Cc1c(O)n(CCc2ccc(F)cc2)c(=O)[nH]c1=O	2%	-6.7%	i	-2%	-13%	1	-6	-4	-6%	9%
COc1ccccc1CN1CCN(Cc2ccc(Cl)cc2)CC1	-3%	-3.0%	i	-3%	-5%	1.1	31	14	1%	3%
COC(=O)COc1cc(C)cc2oc(=O)c3c(c12)CCCC3	8%	0.3%	i	5%	-3%	1.1	10	12	-11%	6%
O=C1NC(=O)C(CCc2ccncc2)(CCc2ccccn2)C(=O)N1c1ccc(Br)cc1 (centres undefined)	nt	-2.4%	i	1%	4%	1	-2	4	20%	nt
O=C1NC(=O)C2(Cc3ccccc3N3CCCC32)C(=O)N1c1cccc(Cl)c1 (centres undefined)	-64%	-0.1%	i	7%	-3%	1	5	-3	20%	-61%
Cc1ccccc1-n1c(-c2ccc([N+](=O)[O-])cc2)nc2ccccc2c1=O	8%	-5.1%	i	6%	-3%	1	3	-3	8%	8%
CCOc1ccc(-n2c(-c3cccs3)nc3ccccc3c2=O)cc1	-1%	-0.1%	i	nt	9%	1	-10	-4	nt	1%
